Screens (PubChem)
VIM-2 inhibitor = inhibitors of Pseudomonas aeruginosa VIM-2 metallo-beta-lactamase. purified VIM-2, nitrocefin hydrolysis, epi-absorbance fluorescence. inhibition, % at 5.6 µM. hit rate 0.89% among 290,000;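 active = inhibition above the mean of all tested compounds plus 3 SD, cutoff set per screening run, cut at about 7.5% in these data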;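 note: red hydrolysis product quenches plate fluorescence so inhibitors raise well fluorescence; 0% = enzyme with DMSO and 100% = DMSO without enzyme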
DNA FID counter = displaces DNA intercalator in HCV helicase counter-screen | AID 1845 | DNA fluorescent intercalator displacement, fluorescence | inhibition, % at 7.9 µM | hit rate 0.17% among 290,000; in the data active = inhibition above about 37%;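 note: 0% = vehicle and 100% = reference compound; higher means more ethidium bromide displaced from hairpin DNA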
UBC9 SUMO inh = inhibitors of human SUMOylation (UBC9); hit rate 0.36% among 290,000; inhibition, % at 35 µM; HTRF SUMOylation assay, SAE1/SAE2 + UBC9, in vitro; AID 2006; in the data active = inhibition above about 50%, passing the limit was not always enough; note: strong numbers were not always called active
IDE cell inh = cellular human IDE inhibition; HEK cells, FAbetaB cleavage, fluorescence polarization; inhibition, % at 5.59 µM; hit rate 0.41% among 320,000; AID 434962;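 active = percent inhibition above the average of all tested compounds plus 3 SD, set per screening campaign, cut at about 16% in these data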;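 note: IDE supplied by intact live HEK cells; FP after avidin binding of uncleaved biotin substrate so inhibition keeps polarization high; 0% = DMSO wells and 100% = 60 µM reference IDE inhibitor Ii1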
Target sequence (P14735 whole entry, looked up): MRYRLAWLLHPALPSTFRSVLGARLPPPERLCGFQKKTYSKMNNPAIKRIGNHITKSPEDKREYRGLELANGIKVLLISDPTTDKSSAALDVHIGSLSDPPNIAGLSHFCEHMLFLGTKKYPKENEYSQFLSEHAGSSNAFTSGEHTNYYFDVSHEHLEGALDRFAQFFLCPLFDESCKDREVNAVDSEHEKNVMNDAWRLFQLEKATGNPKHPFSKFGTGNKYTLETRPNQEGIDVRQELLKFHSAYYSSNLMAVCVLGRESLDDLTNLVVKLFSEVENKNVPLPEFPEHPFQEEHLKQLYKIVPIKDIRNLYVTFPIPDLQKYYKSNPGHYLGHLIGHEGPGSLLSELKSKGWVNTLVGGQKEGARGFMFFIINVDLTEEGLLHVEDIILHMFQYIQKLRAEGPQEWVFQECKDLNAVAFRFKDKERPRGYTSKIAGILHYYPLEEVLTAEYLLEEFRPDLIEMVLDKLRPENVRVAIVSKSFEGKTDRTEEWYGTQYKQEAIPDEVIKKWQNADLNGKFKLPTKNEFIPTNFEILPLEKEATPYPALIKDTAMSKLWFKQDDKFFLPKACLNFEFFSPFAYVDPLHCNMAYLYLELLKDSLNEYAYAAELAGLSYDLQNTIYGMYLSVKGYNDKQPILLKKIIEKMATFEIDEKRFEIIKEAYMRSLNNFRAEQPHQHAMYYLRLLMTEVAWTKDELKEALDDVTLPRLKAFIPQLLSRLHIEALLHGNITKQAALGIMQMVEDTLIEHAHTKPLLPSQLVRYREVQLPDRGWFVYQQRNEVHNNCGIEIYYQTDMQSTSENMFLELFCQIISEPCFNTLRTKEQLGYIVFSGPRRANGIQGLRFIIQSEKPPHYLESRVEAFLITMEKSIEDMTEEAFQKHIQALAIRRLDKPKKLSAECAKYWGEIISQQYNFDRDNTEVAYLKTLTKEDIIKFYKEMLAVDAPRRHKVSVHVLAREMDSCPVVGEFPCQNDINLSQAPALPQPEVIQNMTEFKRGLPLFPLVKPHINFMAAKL
IDE cell activ = IDE (human) activation, cell-based | P14735 | HEK cells, FAbeta-B cleavage, fluorescence polarization; 0% vehicle, 100% cell-free pure enzyme wells | activation, % at 5.96 µM | hit rate 0.073% among 340,000 | AID 493087;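 active = activation above the mean of all tested compounds plus 3 SD, set per screening campaign, cut at about 17% in these data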
IMP-1 inhibitor = inhibitors of Pseudomonas aeruginosa IMP-1 metallo-beta-lactamase | purified IMP-1, nitrocefin hydrolysis, epi-absorbance fluorescence | hit rate 0.45% among 290,000 | inhibition, % at 5.6 µM;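 active = inhibition above the mean plus 3 SD of all compounds in the same screening run, cut at about 4.5% in these data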;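 note: 0% = IMP-1 with DMSO and 100% = DMSO wells lacking enzyme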
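assay system = purified recombinant IMP-1 metallo-beta-lactamase enzyme | schedule = 15 min preincubation plus 25 min reaction at 25 °C | signal = Epi-absorbance fluorescence, 480 nm excitation, 530 nm emission | read-out basis = percent inhibition from optical density relative to buffer-blank wells | controls = IMP-1 with DMSO as 0%, enzyme-free DMSO as 100%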
M18AAP inhibitor = PfM18AAP enzyme inhibition; AID 1822; recombinant PfM18AAP, H-Glu-NHMec fluorogenic cleavage; inhibition, % at 7.35 µM; hit rate 1.2% among 290,000;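 active = inhibition above the campaign mean inhibition over all tested compounds plus 3 SD, cut at about 28% in these data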;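 note: 0% = plate median of test compound wells and 100% = 2 mM ZnCl2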
HCV NS3 hel inh = HCV NS3 helicase inhibition; NS3 helicase DNA unwinding, Cy5 molecular beacon fluorescence; inhibition, % at 10.9 µM; hit rate 0.56% among 290,000;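 active = inhibition above the mean of all tested compounds plus 3 SD, set per campaign, cut at about 35% in these data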;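 note: 0% = DMSO wells and 100% = thioflavine S control wells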
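test system = hepatitis C virus NS3 helicase domain fragment enzyme | reagent = annealed dual-labelled DNA beacon duplex, ATP-started | times = 1 h at 25 °C | detection = Cy5 fluorescence, 0 and 60 min reads | read-out basis = percent inhibition from t60/t0 fluorescence ratio | control set = DMSO and thioflavine S | replication = one well per compound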
p-CIP stab down = p/CIP protein destabilization | Q05BA5 | F442A p/CIP-EGFP cells, EGFP fluorescence, 16 h | decrease of EGFP signal, % at 10 µM | hit rate 0.01% among 290,000 | AID 1984;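 active = EGFP signal decrease of at least 30% at 10 µM or well 3 SD below plate mean, unless failing retest; inactive = the rest, including hits failing retest or dose response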; note: some compounds called inactive have numbers as strong as hits; many of its hits are not listed in these tables
Active calls of the source: *; . = not tested or not shown.

The first 4 entries as a preview:
SMILES	VIM-2 inhibitor	DNA FID counter	UBC9 SUMO inh	IDE cell inh	IDE cell activ	IMP-1 inhibitor	M18AAP inhibitor	HCV NS3 hel inh	p-CIP stab down
CC(Sc1ccccc1)C(=O)N1CCN(S(=O)(=O)c2cccc(Br)c2)CC1 (stereo unspecified)	-4.8	-49	15	9	-3	-2.5	-1	8	-11
CC(=O)NCC(=O)N(C)C(C(=O)Nc1ccc2c(c1)OCCO2)c1ccc(C)cc1 (stereo unspecified)	-4.2	-18	6	-2	-2	-3.5	0	14	-12
COCCN1C(=O)C(=O)/C(=C(/O)c2ccc(S(=O)(=O)N3CCCCC3)cc2)C1c1ccc(O)c(OC)c1 (stereo unspecified)	-0.1	-64	-1	-1	2	-1.7	15	11	6
CCOC(=O)CSC1=C(C#N)C(c2sccc2C)C(C(C)=O)=C(C)N1 (stereo unspecified)	-3.2	-23	10	-1	-3	-3.3	8	-6	-13

The listing, previewed entries included:
SMILES	VIM-2 inhibitor	DNA FID counter	UBC9 SUMO inh	IDE cell inh	IDE cell activ	IMP-1 inhibitor	M18AAP inhibitor	HCV NS3 hel inh	p-CIP stab down
CC(Sc1ccccc1)C(=O)N1CCN(S(=O)(=O)c2cccc(Br)c2)CC1 (stereo unspecified)	-4.8	-49	15	9	-3	-2.5	-1	8	-11
CC(=O)NCC(=O)N(C)C(C(=O)Nc1ccc2c(c1)OCCO2)c1ccc(C)cc1 (stereo unspecified)	-4.2	-18	6	-2	-2	-3.5	0	14	-12
COCCN1C(=O)C(=O)/C(=C(/O)c2ccc(S(=O)(=O)N3CCCCC3)cc2)C1c1ccc(O)c(OC)c1 (stereo unspecified)	-0.1	-64	-1	-1	2	-1.7	15	11	6
CCOC(=O)CSC1=C(C#N)C(c2sccc2C)C(C(C)=O)=C(C)N1 (stereo unspecified)	-3.2	-23	10	-1	-3	-3.3	8	-6	-13
Cc1ccccc1CN1CCNC(=O)C1CC(=O)NC1CCCCCCC1 (stereo unspecified)	-0.5	-50	11	-4	-4	-0.5	-2	-11	4
Cc1oc(C(=O)O)cc1CSCc1cc(C(=O)O)c(C)o1	-0.5	-2	-6	4	0	-1.4	-25	4	3
Cc1c(Cl)cccc1-n1c(SCC(=O)NCc2cccs2)nnc1-c1ccncc1	1.6	-35	2	-2	9	2.6	-7	7	-10
CN1CCN(/N=C/c2ccc(-c3ccc([N+](=O)[O-])cc3Cl)o2)CC1	4.8	25	2	5	-2	1.2	2	-31	-58
Cc1c(-c2ccn[nH]2)cc(NC(=O)c2ccc(Cl)cc2)c(=O)n1N	-1.7	-7	-1	3	.	-1.4	-6	5	7
CN(CC(=O)NCc1ccc(F)cc1)CC(=O)Nc1ccc(Cl)c(C(F)(F)F)c1	2.6	-12	-16	1	-2	0.5	7	-7	-14
CC(=O)Oc1ccc2c(=O)oc(-c3ccccc3)nc2c1	-1.9	-9	6	5	-1	-1.8	1	5	-1
Cc1cccc(NC(=O)Nc2ccccc2)n1	-2.8	-8	8	2	2	-2.5	4	5	2
O=C(N/N=C/c1ccoc1)c1cc(Br)ccc1O	-5.6	-10	3	-4	2	-0.8	14	21	4
CN(C)c1nc(N2CCOCC2)nc(N(c2ccccc2)c2ccccc2)n1	-2.2	-1	9	.	0	-4.4	-10	-3	-2
COCCn1c(SCC(=O)NCc2ccco2)nc2cccnc21	-3.4	-4	26	-8	1	-2.0	10	10	-2
Cn1[nH]c(CSc2ccc(Cl)cc2)cc1=O	0.1	-6	16	7	5	-3.1	11	13	-11
CC1CCCCC1NC(=S)NC(=O)c1sc2ccccc2c1Cl (stereo unspecified)	0.8	2	-4	3	1	0.5	-4	-3	0
CCc1ccc(NC(=O)Cn2c3[n+](c4c(F)c(F)ccc42)CCCCC3)cc1	-2.1	23	2	-3	2	-2.3	1	-52	-17
CN(C)C(=O)c1cn(-c2ccccc2)nc1-c1cc2ccccc2oc1=O	-3.3	-24	15	5	2	-2.7	2	0	3
CC(C)(C)NS(=O)(=O)c1ccc(CCC(=O)O)cc1	-1.3	3	8	-1	9	-3.3	-2	-6	-1

Structural class: those above with bromine (2)
SMILES	VIM-2 inhibitor	DNA FID counter	UBC9 SUMO inh	IDE cell inh	IDE cell activ	IMP-1 inhibitor	M18AAP inhibitor	HCV NS3 hel inh	p-CIP stab down
CC(Sc1ccccc1)C(=O)N1CCN(S(=O)(=O)c2cccc(Br)c2)CC1 (stereo unspecified)	-4.8	-49	15	9	-3	-2.5	-1	8	-11
O=C(N/N=C/c1ccoc1)c1cc(Br)ccc1O	-5.6	-10	3	-4	2	-0.8	14	21	4

Next section.
SMILES	VIM-2 inhibitor	DNA FID counter	UBC9 SUMO inh	IDE cell inh	IDE cell activ	IMP-1 inhibitor	M18AAP inhibitor	HCV NS3 hel inh	p-CIP stab down
COc1ccc(NC(=O)CCCc2ccc(OC)c(C)c2)cc1	1.3	-24	5	-1	4	-0.6	-8	16	-3
O=C(CSc1ccccn1)Nc1ccc(Cl)cn1	-1.3	-2	1	3	-2	-4.0	-5	-4	-17
O=C(NCCOC(=O)c1ccc(C(=O)OCCNC(=O)c2cccnc2)s1)c1cccnc1	-3.6	-16	-6	-6	-2	-0.5	-4	-4	7
CCc1nnc(NC(=O)CSc2nnc(C)c(=O)n2N)s1	-1.8	-9	-9	4	3	-4.8	-10	6	3
Cc1ccnc(NS(=O)(=O)c2ccc(N3C(=O)Nc4ccccc4N3O)cc2)c1	-3.5	1	6	4	2	-3.1	3	-3	-6
O=C1CCCc2[nH]c(-c3ccccc3)nc21	0.1	0	21	4	-5	-1.9	-4	9	-11
Cc1ccc(OCC(=O)Nc2cc(S(=O)(=O)N3CCOCC3)ccc2Cl)c([N+](=O)[O-])n1	-2.0	0	12	10	3	-3.0	0	-1	-1
Cc1cccc(NC(=O)c2cc3ccccc3o2)c1	-5.7	-8	-2	10	-1	-4.6	3	-13	-4
COc1cc(OC)c(S(=O)(=O)NC(C)C)cc1S(=O)(=O)NC(C)C	-2.4	2	20	5	4	-0.7	-2	2	4
CCOC(=O)c1ccccc1NC(=O)CSc1nc(N)cc(N)n1	-1.2	-6	17	-2	-2	-3.6	1	-1	-4
O=C(NC1CCN(Cc2ccccc2)CC1)c1ccc2c(c1)OCCCO2	-1.3	4	10	10	1	-0.5	-11	-1	-8
O=C(CSc1ncnc2ccccc12)Nc1ccc2c(c1)OCCO2	-2.2	-7	11	-1	1	-3.0	-3	-1	-4
Nc1ccccc1C(=O)NC12CC3CC(CC(C3)C1)C2	0.1	-6	-1	0	0	0.4	3	2	13
O=C(NNC(=O)C1CCN(S(=O)(=O)c2ccc(Cl)cc2)CC1)c1ccncc1	-5.6	0	15	0	5	-0.2	-1	2	-11
CC(C)CCn1c(CN2CC(C)OC(C)C2)nc2c1c(=O)n(C)c(=O)n2C (stereo unspecified)	-3.0	-34	-8	1	5	0.0	0	9	-1
CCn1c(COc2ccc(Cl)cc2)nnc1SC1CCc2ccccc2C1=O (stereo unspecified)	-4.1	-13	-8	0	0	-5.1	-5	-16	-1
O=c1c2ccccc2nc(-c2ccco2)n1/N=C/c1ccccc1O	-3.9	-1	-61	0	3	-6.0	1	5	7
CN(C)c1ccc(NC(=O)C(=O)NCCOc2ccccc2)cc1	-2.4	-2	6	3	1	-1.9	0	3	-1
Cc1ccccc1NC(=S)NCC1CCN(C(C)c2ccccc2)C1 (stereo unspecified)	0.2	5	1	-4	6	-0.1	4	-2	-3
CCCCOc1ccc(C(O)C(CN2CCOCC2)c2ccccc2)cc1 (stereo unspecified)	-0.9	-7	6	-3	1	-3.9	-1	-12	5
COC(=O)CC1=NN(c2ccccc2)C(=O)/C1=C\c1ccc(OC)cc1	1.6	-16	6	7	4	-1.4	-8	20	-8
Cc1ccc(C(=O)Nc2nc3ccc(S(C)(=O)=O)cc3s2)cc1C	-1.9	-5	-17	2	1	-2.8	-1	-3	-9
O=C1C2C3C=CC(C4CC34)C2C(=O)N1c1cccc2ccccc12 (stereo unspecified)	1.6	-13	-12	8	3	-1.7	2	-12	6
CCCn1nnnc1SCC(=O)Nc1ccc(F)cc1	-2.4	-2	-10	-3	0	-3.2	-8	5	0
Cn1cnnc1SCC(=O)NNC(=O)COc1ccc(Cl)cc1	-2.1	-7	5	4	4	-1.8	-8	-5	-11
Cc1sc(NC(=O)CSc2nnc(COc3ccc(Cl)cc3)n2C)c(C#N)c1C	-2.2	-1	18	3	4	-2.3	-5	-14	-5
CCOC(=O)c1c(-n2cccc2)sc2c1CCCC2=O	-0.8	-8	15	-2	4	-3.4	6	1	-29
O=C(Nc1ccc(O)c(C(=O)O)c1)c1ccc2c(c1)C(=O)N(CC1CCCO1)C2=O (stereo unspecified)	-2.0	-20	-4	-3	3	-2.4	1	-2	6
Cc1ccc(CNC(=O)Cn2nnc(C(=O)Nc3cc(C)ccc3C)c2N)cc1	-0.1	-28	33	-6	3	-0.8	-8	-4	1
CCOC(=O)c1cccc(-n2c(-c3ccc(OC)cc3)nc3nc4ccccc4nc32)c1	-0.3	-4	8	.	.	-1.4	-11	-5	-9
Cc1cccc(NC(=O)c2cccc(C(=O)Nc3cccc(C)c3C)n2)c1C	-1.5	-10	1	1	-2	-1.9	-1	8	10
CCOC(=O)c1nnn(-c2nonc2N)c1CN1CCCCCC1	1.4	-1	4	0	6	-1.2	-2	-2	-12
Cc1cc(C)c(C#N)c(SCc2[nH]nc3c2C(c2ccc(F)cc2)C(C#N)=C(N)O3)n1 (stereo unspecified)	4.5	-16	8	-5	-3	-0.3	17	33	-27
CCC(=O)c1ccc(N2CCN(C(=O)c3cccs3)CC2)c(F)c1	-0.6	-29	4	-3	2	0.8	3	0	10
Cc1ccc(-n2ncc3c(=O)n(CC#N)cnc32)cc1C	3.6	0	-4	4	8	-0.6	-1	-1	-13
Cc1ccc(/C=N/NC(=O)c2ccc(-n3cccc3)cc2)o1	-4.2	-18	12	.	-3	-2.6	11	12	-17
O/N=C/c1ccc2cccc(OCc3ccccc3)c2n1	-3.4	-23	20	3	2	-3.4	10	0	-13
O=C(NCC1CCCCC1)c1ccc(Cl)nc1	-2.3	-4	-10	-1	5	-3.0	-1	4	5
COC(=O)c1ccccc1NC(=O)Cn1c(=O)oc2ccc(Cl)cc21	-1.4	-15	4	-3	6	1.6	1	24	-10
COc1ccc(NS(=O)(=O)c2cn(C)cn2)c(OC)c1	-1.1	-4	14	1	6	-6.2	13	2	-7
O=c1c2ccccc2n2c(-c3cccc(F)c3)nnc2n1Cc1ccccc1	-2.8	-3	16	3	2	-2.2	-1	3	8
CCC(C)[C@H](NS(=O)(=O)c1ccc(C)cc1)C(=O)N1CCC(C(=O)N[C@@H](Cc2ccccc2)C(=O)O)CC1 (stereo partly specified)	-1.1	-53	0	5	4	-2.9	0	0	10
COc1ccccc1NC(=O)Oc1ccc(NC(=O)c2ccco2)cc1	-2.2	3	15	-1	2	-2.4	-4	-1	-5
CCOc1ccccc1C1NC(=O)NC(C)=C1C(=O)OC1CCCC1C (stereo unspecified)	-1.0	-20	-3	5	-4	-0.8	0	0	3
COc1ccc(NC(=O)c2ccco2)cc1NC(=O)c1cc2ccccc2o1	-3.0	-19	25	-5	0	-3.1	-1	-5	-8
CCN(CCCNC(=O)Cn1cc2c(n1)CCCC2)c1cccc(C)c1	-0.3	-20	-16	-1	4	-0.4	3	-8	5
